Source: PubChem BioAssay
DAX1 inh-1 = inhibitors of human orphan nuclear receptor DAX1 (NR0B1); P51843; HEK293 Gal4-DAX1 luciferase reporter, luminescence; inhibition, % at 6.75 µM; 340,000 tested, 0.99% active; AID 504766;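 active means inhibition above the mean over all tested compounds plus 3 SD, cut at about 4.2% in these data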;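 further: 0% = DAX1-transfected cells with DMSO and 100% = empty-vector control cells with DMSO; inhibition shows as a rise in luminescence from relieved DAX1 repression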
GAA850 FXN act = activators of GAA850 frataxin (FXN) promoter | HEK293 lucGAA850 FXN promoter luciferase reporter, 24 h; percent of 10 µM SAHA response | activation, % at 6 µM | 360,000 tested, 0.56% active;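 active means activation above the average of all compounds screened plus 3 SD, cutoff fixed separately per campaign, cut at about 7.5% in these data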;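 further: 0% = DMSO wells and 100% = 10 µM SAHA wells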
NPR2 activator = GC-B (human) receptor activation. HEK293-GC-B cells, CNP EC30, cGMP TR-FRET; 0% at EC30 CNP, 100% saturating CNP. P20594. activation, % at 10 µM. AID 1920062. 370,000 tested, 0.11% active;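 active means activation at 10 µM reaching about 35% in either raw or pattern-adjusted values, limit read from the data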
HGIII-sPLA2 inh = Inhibits HGIII-sPLA2 liposome hydrolysis, primary screen | Q9NZ20 | QFRET BODIPY PC-A2 liposome hydrolysis, fluorescence | inhibition, % at 12.2 µM | 370,000 tested, 0.56% active | AID 743126;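 active means inhibition above mean plus 3 SD of compounds lying within the high and low control bounds, cut at about 19% in these data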;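 further: 0% = median of test compound wells and 100% = no enzyme DMSO wells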
SMARCA2 act = activators of SMARCA2 function. MG213 cells, MMTV-luciferase reporter, dexamethasone, overnight. activation, % at 9.1 µM. 370,000 tested, 1% active. AID 652017; in the data active means activation above about 7.8%;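 further: 0% = vehicle wells and 100% = reference activator wells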
DAX1 inh-2 = blocks DAX1 repression of SF-1 activated StAR promoter; 370,000 tested, 1.1% active; inhibition, % at 6.8 µM; AID 652010; HEK293T StAR-luciferase reporter, SF-1/DAX-1 repression relief;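 active means inhibition above the mean over all tested compounds plus 3 SD, cut at about 3.6% in these data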;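 further: 0% = DAX-1 cells with DMSO and 100% = cells lacking DAX-1 with DMSO; higher inhibition means more luminescence from relief of DAX-1 repression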
ADAM10 inh = ADAM10 inhibition, QFRET primary screen. AID 720582. recombinant ADAM10, EDANS/DABCYL FRET peptide cleavage, 3 h. 370,000 tested, 0.62% active. inhibition, % at 7 µM;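 active means inhibition above a per-campaign cutoff equal to the mean of compounds falling between control-based bounds plus 3 SD, cut at about 20% in these data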;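 further: 0% = DMSO wells while the 100% control is not disclosed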
GC-A act = GC-A (human) enzyme activation; P16066; HEK293 GC-A cells, cGMP TR-FRET, EC30 ANP; 0% at EC30 ANP, 100% saturating ANP; activation, % at 10 µM; 370,000 tested, 0.14% active; AID 1671463; in the data active means activation above about 40%
Target sequence (P16066 whole entry, looked up): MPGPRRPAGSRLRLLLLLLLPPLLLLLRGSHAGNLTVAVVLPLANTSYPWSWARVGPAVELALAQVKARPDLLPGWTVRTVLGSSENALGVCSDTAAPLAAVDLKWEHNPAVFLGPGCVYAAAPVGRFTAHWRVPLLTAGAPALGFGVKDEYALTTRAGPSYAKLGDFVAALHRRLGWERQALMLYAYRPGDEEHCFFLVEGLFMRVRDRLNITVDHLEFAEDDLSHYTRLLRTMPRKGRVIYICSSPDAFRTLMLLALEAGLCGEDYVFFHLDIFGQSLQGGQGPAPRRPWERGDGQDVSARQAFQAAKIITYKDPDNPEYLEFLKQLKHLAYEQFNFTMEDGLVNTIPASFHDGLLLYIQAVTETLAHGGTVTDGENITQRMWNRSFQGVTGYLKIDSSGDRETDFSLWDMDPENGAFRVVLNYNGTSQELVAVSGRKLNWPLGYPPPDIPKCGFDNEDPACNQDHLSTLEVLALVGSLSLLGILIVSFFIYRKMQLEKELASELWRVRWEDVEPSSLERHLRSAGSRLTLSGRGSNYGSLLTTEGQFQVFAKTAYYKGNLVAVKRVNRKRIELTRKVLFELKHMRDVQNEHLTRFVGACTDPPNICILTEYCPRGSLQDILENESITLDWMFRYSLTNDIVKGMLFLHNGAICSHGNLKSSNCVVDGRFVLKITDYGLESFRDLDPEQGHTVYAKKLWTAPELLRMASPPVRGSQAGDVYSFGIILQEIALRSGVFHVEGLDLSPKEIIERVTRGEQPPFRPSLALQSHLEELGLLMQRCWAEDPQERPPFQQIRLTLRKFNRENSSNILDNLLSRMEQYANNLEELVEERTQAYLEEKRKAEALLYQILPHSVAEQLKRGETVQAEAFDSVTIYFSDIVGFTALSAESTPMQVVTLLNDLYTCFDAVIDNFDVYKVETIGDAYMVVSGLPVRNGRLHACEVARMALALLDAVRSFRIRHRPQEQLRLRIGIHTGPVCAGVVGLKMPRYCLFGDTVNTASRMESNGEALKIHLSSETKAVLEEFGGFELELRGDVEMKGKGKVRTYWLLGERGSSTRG
hgDAF-12 ag = hgDAF-12 agonism, primary luciferase screen; HEK293 GAL4-hgDAF12 UAS-luciferase reporter, agonist luminescence; normalized to butyrate control; AID 687014; 370,000 tested, 1.8% active; activation, % at 6.8 µM;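 active means activation above a cutoff set at the mean of all screened compounds plus 3 SD, cut at about 10% in these data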;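 further: 0% = DMSO wells and 100% = sodium butyrate wells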
ssDAF-12 act = activators of S. stercoralis DAF-12 nuclear receptor. HEK293 ssDAF-12/GRIP1 lit1-tk-luc reporter, luminescence; % of 3 µM dafachronic acid response. activation, % at 6.8 µM. 370,000 tested, 1% active. AID 652126;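 active means activation above the mean over all tested compounds plus 3 SD, cut at about 0.9% in these data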;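 further: 0% = DMSO-only wells and 100% = 3 µM delta7-dafachronic acid wells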
hcDAF-12 act = H. contortus DAF-12 activation, primary screen; HEK293 hcDAF-12 lit1-tk-luc reporter, luminescence; 0% DMSO, 100% Δ7-dafachronic acid; activation, % at 6.8 µM; 370,000 tested, 1.4% active;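 active means activation above the mean of all tested compounds plus 3 SD, cut at about 5.5% in these data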;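 further: 100% = response to 3 µM Δ7-dafachronic acid high control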
Numbers without * were called inactive; i = inactive; / = no result given; & = joins results of further samples.

The line under a structure holds: DAX1 inh-1, GAA850 FXN act, NPR2 activator, HGIII-sPLA2 inh, SMARCA2 act, DAX1 inh-2, ADAM10 inh, GC-A act, hgDAF-12 ag, ssDAF-12 act, hcDAF-12 act
> Cc1csc(SC(C)C(=O)Nc2ccc(Cl)cn2)n1 (stereo not given)
    0.4, -1.4, -3, 2, -4, -0.4, 7, -7, -0.9, -1.1, -2.2
> CC(C)C(=O)Nc1cccc(C(=O)Nc2nccs2)c1
    0.0, -1.6, 7, -5, -2, 0.2, -1, 5, 1.1, -1.3, -0.8
> COC(=O)CSc1nc(C)c2ccc(OC)cc2n1
    -0.9, 1.7, -4, 6, 2, -0.3, i, 2, 1.5, -1.1, -2.6
> O=C(/C=C/c1ccccc1)Nc1cccc(S(=O)(=O)Nc2ccccc2F)c1
    0.7, 1.5, -10, -51, -2, 0.0, 18, -25, 0.6, -1.0, -2.2
> C=CCN1c2ccccc2[C@]23C[C@@H](C(=O)OC)N(C(=O)NCCC)C2=NC(C(=O)OC)=C(C(=O)OC)[C@H]13
    -0.7, -3.8, 1, -8, 0, -0.2, 8, 1, -1.3, -1.7, -2.4
> CC(=O)c1ccc(N=Nc2ccc(C)cc2)cc1
    -0.2, 0.0, -2, 9, 4, 6.6*, 4, 18, 15*, -0.2, 6.4*
> C/C(=N\NC(=O)COc1ccccc1F)c1cc2ccccc2o1
    0.8, 5.0, 0, -3, 5, 1.1, -4, 3, 3.6, -1.3, 0.2
> Nc1nc(CSc2ncccn2)nc(Nc2ccccc2)n1
    2.1, -0.9, 2, -1, 2, 3.2, 0, 4, 9.8, -0.3, 4.1
> Cc1ccc(NC(=O)COC(=O)Cn2cnc3c2c(=O)n(C)c(=O)n3C)cc1F
    0.4, 2.3, -5, 9, -1, -0.6, -13, -3, -1.7, -0.6, 0.7
> COc1ccc(Nc2nnc(SC(C(=O)Nc3cc(C)ccc3C)c3ccccc3)s2)cc1 (stereo not given)
    -0.5, 1.5, -1, 2, 0, 0.2, 8, -4, 3.2, -0.4, 1.8
> COc1ccccc1Nc1nc(NCCC(C)C)nc(N)c1[N+](=O)[O-]
    /, 2.5, 8, 4, -1, 0.2, -1, 16, -2.7, 0.0, 0.3
> CCOC(=O)C1(C)CCN1C(=O)c1cccc(OC(F)(F)F)c1 (stereo not given)
    /, -0.7, -4, 2, 1, -1.1, -3, -2, 0.0, -0.6, 0.0
> Cc1cn([C@H]2C=C[C@@H](CO)O2)c(=O)[nH]c1=O
    -0.6&0.6, 3.6&0.9, 0&0, -2&-2, -2&1, 0.5&0.5, -8&-5, 1&-3, -4.7&-5.2, -2.4&-1.0, -0.9&-0.7
> O=[N+]([O-])c1ccc2oc(-c3ccccc3)nc2c1
    0.5, 4.7, -1, -2, 1, 2.0, -9, 5, 3.0, -1.0, 0.7
> Cc1ccc(N=C2NC(=O)/C(=C/c3cccnc3)S2)c(C)c1
    0.6, 0.7, -1, -19, -2, -0.1, 6, -3, -1.2, -1.0, 0.9
> O=C(NCCc1ccccc1)C(=O)Nc1nccs1
    0.9, 5.0, 2, 7, -1, -0.1, -7, -2, 3.0, -1.4, 1.5
> O=C(OCC(F)(F)F)c1cccc(COc2ccc3ccccc3c2)c1
    -4.7, 3.6, 1, -1, 7, 5.6*, -3, -4, 15*, 0.4, 6.1*
> CCOc1ccc(NC(=O)Nc2cccc(C(=O)O)c2)cc1
    -4.7, 4.3, 6, -6, 11*, 1.8, -2, 0, 8.4, -0.1, 2.6
> Cc1cccc(-c2nn(-c3ccccc3)cc2C(=O)N2CCN(C3CCS(=O)(=O)C3)CC2)c1 (stereo not given)
    -0.4, 2.4, 0, -4, 2, -0.1, -5, 0, 0.8, -0.7, -0.9
> C=CCN(c1ccc(C(=O)N2CCCC2)cc1)S(C)(=O)=O
    -0.8, -0.5, 0, 5, 2, 0.2, 3, 1, 1.5, -1.3, 2.0
> O=C(Nc1ccc2c(c1)OCCO2)c1ccc(NC(=O)C2CCCO2)cc1 (stereo not given)
    -1.8, -6.8, -3, 3, -5, -1.0, -11, 3, -7.5, -1.8, -4.5
> c1ccc(CNc2ncnc3sc4c(c23)CCCC4)nc1
    0.3, 2.0, 2, 9, 0, -0.9, 0, 1, 1.3, -1.9, -1.7
> CCOc1ccc(NCc2cccn2-c2nnc(N3CCC(C(=O)NCCCN4C(C)CCCC4C)CC3)s2)cc1 (stereo not given)
    -0.3, 0.9, -1, 8, -1, 0.3, -1, 1, 2.8, -1.6, 2.1
> O=C(c1cccnc1)N(Cc1ccccc1)C(c1ccccc1)c1nc2ccccc2[nH]1 (stereo not given)
    /, /, -7, -5, 2, 0.6, -2, -17, 6.5, -0.1, 3.2
> O=C1N/C(=N/N=C/c2ccc(O)cc2)SC1Cc1ccccc1 (stereo not given)
    0.0, 6.2, -3, -29, 3, -0.2, -3, -1, -1.7, -1.8, -0.1
> COc1cccc(NC(=O)CN(C)C(C)C(=O)NC(=O)NC2CCCCC2)c1 (stereo not given)
    -0.6, -0.8, 3, -10, -1, -0.8, -1, 3, -0.2, -1.3, -0.8
> CN(CCOC(=O)c1ccc2c(c1)OCCO2)Cc1ccccc1
    -0.5, 2.3, -1, -1, -1, -0.3, -1, -6, 0.0, -1.1, 0.0
> CC1(C)OC2OC(C(=O)N/N=C/c3ccccc3F)C3OC(C)(C)OC3C2O1 (stereo not given)
    -0.1, -1.9, 6, 1, -1, -0.2, 1, 5, -1.6, -1.2, 2.6
> Cc1onc(-c2c(Cl)cccc2Cl)c1C(=O)c1c[nH]c(C(=O)NC2CC2)c1
    -0.1, -2.2, -4, -5, -3, 0.0, 8, 2, -3.3, -1.3, -2.2
> O=C(c1ccco1)N1CCN(Cc2cc(=O)oc3cc(O)ccc23)CC1
    0.4, 0.2, -5, 2, 2, -1.7, i, -1, -1.5, -1.4, 0.4

Further compounds:
The line under a structure holds: DAX1 inh-1, GAA850 FXN act, NPR2 activator, HGIII-sPLA2 inh, SMARCA2 act, DAX1 inh-2, ADAM10 inh, GC-A act, hgDAF-12 ag, ssDAF-12 act, hcDAF-12 act
> CC(C)CN(CC(C)C)C(=O)c1cc2c(=O)n3ccccc3nc2s1
    0.7, 1.7, 3, 4, 0, -0.2, i, 8, -2.6, -1.0, -0.8
> Cc1nc(SCC(=O)NCC2CCCO2)[nH]c(=O)c1C (stereo not given)
    -1.1, 0.8, 1, 13, -2, 0.0, -14, 3, -0.2, -1.2, -0.6
> O=C(CSc1nnc2ccc(-c3ccncc3)nn12)Nc1ccc(F)cc1
    -1.3, -2.3, -2, -2, 0, -3.8, 3, 1, 1.6, -0.8, 2.0
> Cc1cccc(NC(=O)CCSc2ccccn2)c1
    -0.1, 2.5, -1, 3, 0, 0.6, 0, -2, 6.7, -0.3, -2.0
> COc1cc(C)nc(OCCNC(=O)COc2ccc(Cl)cc2Cl)n1
    -2.1, 0.0, -7, -2, -4, 0.1, -4, -1, -2.7, -1.6, -1.5
> CC(C)CCNC(=S)NC1CCCC1
    0.1, 1.3, 2, 8, -2, 0.1, -4, -3, -0.3, -1.2, -1.0
> O=C(Oc1ccccc1OC(=O)N1CCOCC1)N1CCOCC1
    0.6, -0.3, 5, -8, -2, -0.5, -1, 3, 0.4, -0.8, 1.5
> O=C(CSc1ncccc1-c1nc2ccccc2[nH]1)N1CCc2ccccc21
    2.3, -4.2, -1, -4, 1, -0.1, -43, -5, -2.6, -1.8, -1.2
> O=C(OCN1C(=O)c2ccccc2C1=O)c1cccnc1SC(F)F
    0.0, 2.4, 1, 13, -2, -0.1, -6, 6, 1.1, -1.1, -1.1
> CC1(C)CC(=O)C(C=NCCN2CCN(C(=O)C34CC5CC(CC(C5)C3)C4)CC2)=C(O)C1
    -0.7, 3.3, 0, 2, -5, 0.0, -10, 3, 1.9, -0.8, -2.0
> CCC(C)C(=O)Nc1nc(C)c(-c2csc(Nc3ccc(Cl)cc3)n2)s1 (stereo not given)
    -1.4, -1.5, -4, 5, -1, -0.8, 0, -12, 0.9, -0.6, 0.6
> C/C(CC(=O)Nc1ccc(C)c(Cl)c1)=N\NC(=O)C1CCCCC1
    0.1, 1.2, 2, -25, 1, 0.0, 5, 2, -1.6, -0.8, -0.8
> COc1cc(NC(=O)CSCc2ccc(Cl)cc2Cl)c(C(=O)O)cc1OC
    0.3, 2.4, 6, -14, -2, -0.4, -4, 3, 8.4, -1.1, 0.4
> CCOc1ccc2nc3c(cc2c1)CN(CCOC)C(=NCCOC)S3
    -0.4, -1.0, -4, 4, 4, -0.5, -17, -7, -0.3, -1.6, -1.5
> Cc1cc(NC(=O)COC(=O)C2CC(=O)N(c3ccccc3Cl)C2)no1 (stereo not given)
    0.6, -1.8, -6, 6, -1, 0.4, -12, 2, -1.8, -1.0, -1.6
> O=C1CCCCCCC(=O)[C@H](O)C[C@H](c2ccccc2)O1
    /, /, -4, 5, -3, 0.0, -13, -2, 2.8, -0.9, -2.0
> O=C(NCc1ccco1)c1c2c(nc3ccccc13)CCC2
    3.5, 1.2, 2, -3, 2, -0.1, -103, 1, 0.7, -0.9, 2.3
> Cc1ccc(N(C(=O)c2snc(C(N)=O)c2N)C(C(=O)NCc2ccccc2)c2ccncc2)c(C)c1 (stereo not given)
    0.2, -2.1, -2, -17, 0, -0.2, -361, -5, 0.4, -0.7, -0.9
> COc1ccc(NC(=O)C2Cc3c(-c4ccccc4Oc4ccccc4)ccnc3O2)cc1 (stereo not given)
    /, -1.1, 1, -14, -3, -2.2, 18, 1, -1.8, -2.1, -2.7
> O=C(C[C@@H]1C/C=C\CC[C@H](Cc2ccc(F)cc2)C(=O)OC[C@@H]2CCCN2C1=O)NCCO
    0.3, -2.5, 8, 4, 1, 0.2, -1, 3, -1.4, -1.6, -1.1
> CCOc1ccc(C(=O)COC(=O)CC)cc1
    -0.1, 3.2, 6, 13, 1, 0.1, -6, 1, 1.4, -1.1, -0.4
> CCc1cc2cc(C)c(C)cc2nc1SCC(=O)Nc1cc(C)on1
    -0.4, -1.0, 4, -2, 1, 0.2, -2, -4, -2.0, -0.1, -0.1
> COC(=O)C(Cc1ccc(O)cc1)NC(=O)C(C)Oc1ccccc1 (stereo not given)
    0.0, -1.8, 5, 2, -2, 0.3, -7, 2, 0.6, -1.0, 0.3
> CCOc1ccc(Oc2nc(C)cc(OC)n2)nn1
    -0.6, -0.6, -1, 8, -1, 0.1, -7, 4, 1.0, -0.3, -1.0
> COc1cccc(NC(=O)C2CCN(S(=O)(=O)c3ccc4[nH]c(=O)oc4c3)CC2)c1
    1.3, -0.4, 1, -20, 1, 1.4, -3, 0, 0.4, -1.4, -2.2
> O=C(NCc1ccco1)c1ccc(-c2ccc(Cl)cc2)o1
    -0.6, 3.5, -2, -12, -4, 0.4, -1, 1, 7.9, -0.9, -1.1
> CN(CC(=O)Nc1ccc(Cl)c(C(F)(F)F)c1)C(=O)C1CSC2(C)CCC(=O)N12 (stereo not given)
    -0.7, 2.3, 3, -3, -1, -2.1, -7, -2, -4.1, -1.1, -1.9
> COc1ccc(C)cc1S(=O)(=O)N(CC(=O)O)c1ccc(C)cc1
    0.1, -3.1, 2, -1, 0, 0.0, -4, 0, 2.2, -1.3, -1.1
